# Bioassay records deposited in PubChem BioAssay by several laboratories.
# MEP2-GFP yeast: modulators of TOR pathway MEP2-GFP in S. cerevisiae; S. cerevisiae MEP2-GFP strain, flow cytometry GFP, 3 h; 100% = DMSO control level; GFP response vs DMSO, % at 10 µM; hit rate 0.51% among 330,000; AID 2016;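 active = GFP response versus DMSO above a set limit, roughly screen mean plus 3 SD, cut at about 180% in these data; inconclusive = fewer than 70 cells counted for a yeast strain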;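 also: median GFP fluorescence of the barcode-gated MEP2-GFP cells per well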
# AGP1-GFP MLPCN: alters AGP1-GFP fluorescence in TOR pathway yeast screen; S. cerevisiae AGP1-GFP multiplex flow cytometry, 3 h; GFP as percent of DMSO wells; GFP response vs DMSO, % at 10 µM; hit rate 0.02% among 320,000; AID 2066;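 active = GFP response relative to DMSO above a set limit, near screen average plus 3 SD, cut at about 150% in these data; inconclusive = fewer than 70 cells counted for the yeast strain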;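 also: median GFP channel fluorescence of the gated AGP1 strain per well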
# Efflux pump mplx: inhibitors of Candida antifungal efflux pumps expressed in yeast; S. cerevisiae Candida pump triplex, Nile Red efflux; inhibition, % at 10 µM; hit rate 0.44% among 330,000;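 active = plate passing quality check with inhibition over a set limit, or well fluorescence over plate mean plus 4 SD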;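 also: Nile Red retained in pooled yeast measured as flow cytometry median fluorescence; 0% = buffer negative control and 100% = Enniatin B positive control; higher means more Nile Red kept so more efflux inhibition; some compounds called inactive have numbers as strong as hits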
# LAP4 TOR yeast: modulators of TOR pathway LAP4-GFP in S. cerevisiae | S. cerevisiae LAP4-GFP multiplex, flow cytometry GFP, 3 h; median GFP as percent of DMSO wells | hit rate 0.34% among 320,000 | GFP response vs DMSO, % at 10 µM | AID 2023;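 active = GFP response vs DMSO above a set limit, about the screen mean plus 3 SD, cut at about 150% in these data; inconclusive = under 70 cell events counted for the yeast strain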
# CIT2-GFP yeast: yeast TOR pathway CIT2-GFP modulation | S. cerevisiae CIT2-GFP strain, flow cytometry, 3 h; 100 means same as DMSO wells | GFP response vs DMSO, % at 10 µM | hit rate 0.065% among 320,000 | AID 2029;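 active = GFP response relative to DMSO above a set limit, near the screen mean plus 3 SD, cut at about 150% in these data; inconclusive = Fewer than 70 cells measured for a yeast strain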;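 also: ratio of well median GFP fluorescence to mean of DMSO wells on the plate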
# RPL19A TOR yeast: modulators of TOR pathway RPL19A-GFP in S. cerevisiae | S. cerevisiae RPL19A-GFP strain, flow cytometry, 3 h; stronger effect = lower value | percent response vs DMSO, % at 10 µM | hit rate 0.3% among 330,000;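 active = percent response vs DMSO below 50%; inconclusive = fewer than 70 events counted for the yeast strain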;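 also: median channel GFP fluorescence of the barcoded RPL19A-GFP strain; ratio of sample median GFP to plate DMSO average so 100% = DMSO; lower means less RPL19A-GFP as with rapamycin TOR inhibition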
# AHR act: human AHR activation | P35869 | AHR-responsive luciferase reporter cells, luminescence | activation, % at 5 µM | hit rate 2.5% among 320,000 | AID 2796; in the data active = activation above about 47%;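 also: 0% = vehicle wells and 100% = reference agonist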
# Target sequence (P35869 whole entry, looked up): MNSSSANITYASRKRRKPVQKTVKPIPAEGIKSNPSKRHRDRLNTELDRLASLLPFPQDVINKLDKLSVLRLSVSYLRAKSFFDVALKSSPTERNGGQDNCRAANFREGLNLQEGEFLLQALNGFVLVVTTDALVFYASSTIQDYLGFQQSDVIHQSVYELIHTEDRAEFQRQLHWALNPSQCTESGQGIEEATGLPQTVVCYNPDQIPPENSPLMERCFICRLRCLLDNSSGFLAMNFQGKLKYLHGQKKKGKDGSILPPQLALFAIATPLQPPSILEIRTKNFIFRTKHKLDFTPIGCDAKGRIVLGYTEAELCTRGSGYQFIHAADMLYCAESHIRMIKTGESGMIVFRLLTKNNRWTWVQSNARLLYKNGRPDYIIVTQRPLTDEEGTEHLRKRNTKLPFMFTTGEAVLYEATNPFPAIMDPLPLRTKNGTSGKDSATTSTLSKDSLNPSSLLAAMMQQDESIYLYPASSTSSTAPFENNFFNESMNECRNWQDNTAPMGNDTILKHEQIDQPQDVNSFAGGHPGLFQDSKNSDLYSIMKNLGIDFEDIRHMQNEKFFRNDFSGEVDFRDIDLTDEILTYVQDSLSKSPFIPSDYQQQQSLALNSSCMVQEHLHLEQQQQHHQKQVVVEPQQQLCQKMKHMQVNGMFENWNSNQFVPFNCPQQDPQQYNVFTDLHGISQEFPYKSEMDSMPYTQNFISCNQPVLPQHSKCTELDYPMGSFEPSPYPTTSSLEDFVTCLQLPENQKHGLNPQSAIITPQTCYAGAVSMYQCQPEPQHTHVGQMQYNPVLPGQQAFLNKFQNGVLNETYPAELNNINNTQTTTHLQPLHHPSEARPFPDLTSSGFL
# Yeast superoxide: yeast age-related superoxide inhibition as caloric restriction mimetic; S. cerevisiae aged cells, superoxide DHE fluorescence; stronger effect = lower value; superoxide response (% of plate mean), % at 10 µM; hit rate 0.18% among 330,000; AID 2690;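 active = superoxide response under a set limit, about three screen SD below normal, cut at about 65% in these data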;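 also: yeast aged for seven days with compound at 30 °C before DHE staining; 100% = average MFI of all compound-treated wells on the plate with controls excluded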
# * = called active by the depositor; ? = inconclusive; / = no result given; [ ] = another dose, or the depositor's remark.
SMILES,MEP2-GFP yeast,AGP1-GFP MLPCN,Efflux pump mplx,LAP4 TOR yeast,CIT2-GFP yeast,RPL19A TOR yeast,AHR act,Yeast superoxide
COc1ccc(C2SCC(=O)Nc3c2c(=O)[nH]n3C2CCCCCC2)cc1 (stereo not drawn),94,104,0.0,90,98,98,-1,100
CCOc1ccc(N2C(=O)/C(=C/c3ccc(C)o3)C(=O)NC2=S)cc1,94,97,0.9*,135,96,99,3,108
O=c1c2ccccc2nc(-c2cccs2)n1-c1cnccn1,103,99,0.0,97,106,98,5,96
COC(=O)[C@@H]1C[C@]2(C(=O)O)c3ccccc3N(OOSc3ccccc3)[C@@H]2N1C(=O)OC,90,92,-0.2,104,96,100,2,91
COc1cccc(-n2c(/C=C/c3ccccn3)nc3ccccc3c2=O)c1,98,104,-0.1,95,96,97,/,99
N/C(=N\[N+](=O)[O-])N1CCN(C(=O)c2ccccn2)CC1,102,91,0.2,104,91,94,6,94
COc1ccccc1N1CCN(Cc2ccc3c(c2)OCO3)CC1,102,120,0.1,113,110,109,4,100
CCOC(=O)c1c(C)[nH]c(C)c1C(=O)C(Cc1ccccc1)N(C)C (stereo not drawn),95,103,0.0,103,100,96,20,102
COc1nc2ccccc2nc1N1CCN(C)CC1,113,98,-0.1,92,103,108,/,109
Cn1c(O)c(C=NCCCC(=O)O)c(=O)n(C)c1=O,103,105,0.1,102,99,102,1,93
COC(=O)C1=CO[C@@H](C)[C@@H]2CN(CCc3c[nH]c4ccccc34)CC[C@H]12,94,102,0.0,106,97,98,5,96
O=Cc1cn(Cc2cccc(F)c2)c2ccccc12,97,90,0.0,91,93,99,-6,112
CC(=O)O[C@H]1C[C@@H]2CC[C@@H]3[C@H](CC[C@]4(C)C(=O)CC[C@@H]34)[C@@]2(C)C[C@@H]1OC(C)=O,104,99,0.3,103,95,100,-1,115
O=C(c1cccc(Cl)c1)C1CCCN(Cc2ccon2)C1 (stereo not drawn),97,94,0.2,88,98,100,0,80
Cc1cc(/C=C2\C(=O)NC(=O)N(c3ccccc3)C2=O)c(C)n1-c1ccc(C(=O)O)c(Cl)c1,108,95,-0.1,95,103,98,/,98
N=C1c2ccccc2CN1NC(=O)c1ccco1,107,98,0.1,95,105,106,2,116
NNc1n[nH]c(=S)n1N,97,106,0.1,114,100,99,4,96
COc1cc2c(cc1OC)-c1c(OC)c(OC)cc3c1[C@H](C2)N(C)CC3,95,90,-0.1,103,82,102,18,99
Cc1ccc(S(=O)(=O)N2CCN(C(=O)COC(=O)Cc3ccccc3)CC2)c(C)c1,?,?,0.0,?,?,?,-1,91
COC(=O)C1=C(c2ccc(F)cc2F)C[C@@H]2CC[C@H]1N2C(=O)NC1CC1,100,103,-0.2,106,98,98,-1,91
COc1ccc2c3c1OC1[C@H](O)CCC4[C@@H](C2)N(C)CC[C@]314 (stereo partly drawn),105,99,0.1,112,100,102,0,98
O=C(c1ccncc1)C12CN3CN(CN(C3)C1)C2,105,99,0.0,98,100,98,-3,94
O=C(COc1ccc2ccccc2c1)N1CCN(CC2CC3C=CC2C3)CC1 (stereo not drawn),106,105,0.3,93,92,102,0,114
COC(=O)C1=C(c2cccc(OCc3ccccc3)c2)C[C@@H]2CC[C@H]1N2C(=O)NCc1cccc(OC)c1,98,104,0.0,98,100,100,-3,92
CCC(C)n1c(O)c(C=NCC2CCCO2)c(=O)[nH]c1=S (stereo not drawn),99,108,0.0,105,102,98,-2,93
# (further entries)
SMILES,MEP2-GFP yeast,AGP1-GFP MLPCN,Efflux pump mplx,LAP4 TOR yeast,CIT2-GFP yeast,RPL19A TOR yeast,AHR act,Yeast superoxide
COc1ccc(NC(=O)c2cn(CCC#N)nc2-c2ccccc2)cc1,99,98,0.0,89,103,101,-2,116
CCc1c(C)nc(N)nc1N1N=C1SCC(=O)OC,102,106,-0.2,95,97,106,1,86
COc1ccc(-c2nc3ccccc3n2OC(=O)N(C)C)cc1,112,102,-0.1,102,104,97,4,87
O=C1CCCC2C3CCCN4CCCC(CN12)C34 (stereo not drawn),96,102,0.0,104,96,100,1,106
COc1c(C)cc(C(=O)C2CCCN(Cc3ccccn3)C2)cc1C (stereo not drawn),103,99,0.0,89,100,102,5,101
Cc1ccc(N2CCN(CCc3ccccc3)CC2)cc1,95,99,0.0,96,106,97,-4,99
CC(=O)[C@H]1CC[C@H]2[C@@H]3CC[C@H]4C[C@H](O)CC[C@]4(C)[C@H]3C(=O)C[C@]12C,94,80,0.0,120,74,93,-4,97
Cc1ccccc1-n1c(C)cc(/C=C2/C(=O)NC(=O)N(Cc3ccco3)C2=O)c1C,95,97,0.2,83,98,107,0,96
CCCCCn1c(=O)c(C(=O)NCc2ccccc2Cl)c(O)c2ccccc21,105,95,0.2,90,105,106,-3,94
Cc1[nH]c2ccccc2c1C1=CCNCC1,111,100,0.3,112,107,101,13,99
CCOP(=O)(OCC)C1(O)C(=O)Nc2ccc(Br)cc21 (stereo not drawn),93,93,0.1,90,96,100,25,107
COc1cc(CN2CCNCC2)cc(OC)c1OC,92,96,0.1,85,100,101,2,99
CCCCNc1ccncc1S(=O)(=O)NC(=O)NC(C)C,103,106,0.0,93,96,99,0,104
CC(=O)Nc1ccc(C2CN(C)CC2C(=O)c2ccc(Cl)cc2)cc1 (stereo not drawn),92,96,0.2,100,88,99,1,101
CCc1ccc(N2C(=O)NC(=O)/C(=C\C=C\c3ccco3)C2=O)cc1,96,101,0.0,105,103,99,8,103
COP(=O)(OC)Oc1ccc(C(O)C(Cl)(Cl)Cl)cc1 (stereo not drawn),106,101,0.1,103,103,101,2,109
O=C1NC(=O)C2(Cc3ccccc3N3CCOCC32)C(=O)N1c1ccccc1 (stereo not drawn),102,103,-0.1,97,102,99,5,117
CC/C(=N\NC(=S)Nc1ccccc1)c1c(O)[nH]c(=O)[nH]c1=O,95,101,-0.2,112,86,95,9,98
CCNc1nc2[nH]c(=O)c3c(c2s1)OC(N)=C(C#N)C3c1cccs1 (stereo not drawn),91,89,-0.1,86,89,92,9,89
OC(CN1CCC(c2c[nH]c3ccccc23)CC1)C(F)(F)F (stereo not drawn),110,95,-0.2,99,103,102,0,95
COc1cccc(CN2CCN(C(=O)COc3ccc4ccccc4c3)CC2)c1,103,104,0.1,104,106,102,15,96
Cc1ccc2c(c1)C1CN(C)CCC1N2C(=O)CCCN1C(=O)c2cccc3cccc(c23)C1=O (stereo not drawn),96,101,-0.1,105,100,96,4,94
FC(F)(F)c1ccccc1NC1=NCCCS1,255*[may fluoresce violet],?,-0.1,63[may fluoresce violet],?,33*[may fluoresce violet],0,104
CCCCn1c(O)c(C(C)=Nc2cccc(C(=O)O)c2)c(=O)[nH]c1=O,92,89,-0.1,86,92,86,-1,108
O=c1[nH]c(=O)n(-c2ccc(F)cc2)c(O)c1/C=C1\C=Nc2ccccc21,115,98,0.2,105,110,107,18,111
# (listing goes on)
SMILES,MEP2-GFP yeast,AGP1-GFP MLPCN,Efflux pump mplx,LAP4 TOR yeast,CIT2-GFP yeast,RPL19A TOR yeast,AHR act,Yeast superoxide
COC(=O)C1=C(c2ccc(F)cc2OCc2ccccc2)C[C@@H]2CC[C@H]1N2C(=O)NCc1ccc(F)cc1,91,98,0.0,98,102,93,-2,92
Cc1ccccc1CC(=O)N(CCN(C)C)CC1CCCN(Cc2ccccc2F)C1 (stereo not drawn),114,103,0.0,97,105,107,-4,94
CNCCc1c[nH]c2ccccc12,95[may fluoresce red],80[may fluoresce red],0.1,460*[may fluoresce red],81[may fluoresce red],?,13,94
O=C1NC(=O)N(c2ccccc2)C(=O)/C1=C/c1coc2ccc(O)cc2c1=O,94,104,-0.2,101,104,99,0,96
COc1ccc(C(=O)C(C)(C)NO)cc1,83,95,-0.1,81,99,91,1,96
CCOC(=O)C1CN(C)CCC1=O (stereo not drawn),110,110,0.0,97,104,105,2,96
COC(=O)C1=C(c2c(C)noc2C)C[C@@H]2CC[C@H]1N2C(=O)N1CCC(O)(c2ccc(Cl)cc2)CC1,98,99,0.2,123,99,97,-1,78
COc1ccccc1NC1(C#N)CCCCC1,121,64,-0.1,93,68,103,2,98
CNC(=O)Oc1ccc(-c2cn3cc(C)ccc3n2)cc1,102,97,0.3,92,108,99,-7,104
Fc1ccccc1CNCCc1c[nH]c2ccccc12,100,94,0.0,102,95,99,5,98
Cc1cc(N2C(=O)C3CCCN3C2c2ccc(Cl)c(Cl)c2)no1 (stereo not drawn),105,116,-0.2,102,102,109,-1,86
COc1ccc(/C=C2/C(=O)N(Cc3ccco3)C(=O)N(C(C)C)C2=O)cc1,104,94,0.0,89,106,104,-3,92
O=C(NCC(c1cccnc1)N1CCN(c2ccc(F)cc2)CC1)Oc1ccccc1 (stereo not drawn),108,106,-0.1,100,106,105,2,97
CC(C(=O)Nc1ccc(Br)cc1C(=O)c1ccccc1)N1CCOCC1 (stereo not drawn),91,95,0.1,/,91,95,0,107
O=C1NC(=O)N(Cc2ccco2)C(=O)/C1=C\c1cccn1CCOc1ccc(Cl)cc1,107,101,1.7,98,102,106,-10,101
CC(C)CCOP(N)(=O)Oc1ccccc1 (stereo not drawn),91,87,0.2,107,85,98,-2,110
Cc1cc(/C=C2\C(=O)NC(=O)N(c3cccc(F)c3)C2=O)c(C)n1-c1cc(C(=O)O)cc(C(=O)O)c1,106,97,0.0,89,/,85,4,96
CNS(=O)(=O)c1ccc(N=Cc2c(O)n(-c3ccc(C)cc3)c(=O)[nH]c2=O)cc1,99,101,0.0,99,106,99,6,108
O=Cc1cn(Cc2ccc(F)cc2Cl)c2ccccc12,108,97,0.0,100,98,100,0,100
OC12CCCCC1C(c1ccccc1)NCC2 (stereo not drawn),104,96,0.0,105,99,99,1,101
COc1nc2ccccc2c(=O)n1-c1ccc(Cl)cc1,98,92,0.0,89,103,101,37,95
CCn1c(O)c(C=Nc2ccc(N3CCOCC3)c(Br)c2)c(=O)n(CC)c1=S,94,85,0.1,97,83,87,0,99
O=[N+]([O-])c1ccc(N2CCOCC2)c2ccncc12,118,111,0.0,107,109,94,10,107
Cc1ccc2c(c1)=C/C(=C\c1c(O)[nH]c(=S)[nH]c1=O)C(=O)N=2,103,103,-0.4,95,97,96,41,121
Cc1cccc(NC(=O)COC(=O)c2cc(C)n(C3CC3)c2C)c1,104,100,0.3,106,94,102,3,103
C=C(C)[C@@]12OC3(c4ccccc4)O[C@@H]1C1[C@@H]4O[C@]4(CO)[C@@H](O)[C@]4(O)C(=O)C(C)=C[C@H]4[C@@]1(O3)[C@H](C)[C@H]2OC(=O)/C=C/C=C/c1ccccc1 (stereo partly drawn),113,90,0.4,105,104,99,3,103
CCN(CC)CCCN=Cc1c(O)n(-c2cccc(C)c2C)c(=O)[nH]c1=O,104,93,0.2,91,92,96,2,117
C/C=C(\C)C(=O)N[C@@H](c1ccccc1)[C@@H](O)C(=O)O[C@H]1C[C@@]2(O)[C@@H](OC(=O)c3ccccc3)C3[C@](C)(C(=O)[C@H](OC(C)=O)C(=C1C)C2(C)C)[C@H](O)C[C@H]1OC[C@@]31OC(C)=O (stereo partly drawn),98,102,0.3,99,89,96,0,106
COc1ccc(-n2nc(C(=O)NCC(=O)N3CCC4(CC3)OCCO4)c3ccccc3c2=O)cc1,81,99,0.2,94,94,98,1,105

# These rows are one share of the data. The share of hits here may be higher or lower than overall.
